# Gli-Sufu antag: blocks Gli-Sufu signaling in a luciferase reporter; Sufu-KO-LIGHT fibroblasts, Gli luciferase reporter luminescence; inhibition, % at 5 µM; 340,000 compounds, 0.74% hits; AID 588413;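 active means inhibition above about 55%, limit read from the data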;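 further: 0% = DMSO-treated cells and 100% = wells with medium but no cells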
# APJ antagonist: blocks the human apelin receptor APJ; P35414; CHO-K1 APJ beta-arrestin complementation, luminescence; inhibition, % at 20 µM; 330,000 compounds, 0.32% hits; AID 2521;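 active means inhibition above about 40% at 20 µM, limit read from the data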;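 further: cells challenged with 10 nM apelin-13 agonist together with compound; plate controls were apelin-13 plus DMSO wells for no effect and DMSO wells lacking apelin-13 for full effect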
# Jurkat NFkB inh: inhibitors of the PMA/ionomycin-induced NF-kB reporter in Jurkat cells. inhibition, % at 4 µM. PMA/ionomycin-induced NF-kB luciferase reporter, luminescence. 330,000 compounds, 0.53% hits; in the data active means inhibition above about 50%
# EBI2 block: antagonists of human EBI2 receptor; EBI2 beta-arrestin recruitment, luminescence, 7a,25-OHC stimulated; inhibition, % at 5 µM; 360,000 compounds, 0.81% hits; AID 651636; in the data active means inhibition above about 38%;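 further: enzyme fragment complementation signal reports receptor beta-arrestin coupling in cells; 0% = agonist plus DMSO wells and 100% = wells without agonist; some results beyond the cut were filed as inactive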
# Target sequence (P32249 whole entry, looked up, the tested form may be a part): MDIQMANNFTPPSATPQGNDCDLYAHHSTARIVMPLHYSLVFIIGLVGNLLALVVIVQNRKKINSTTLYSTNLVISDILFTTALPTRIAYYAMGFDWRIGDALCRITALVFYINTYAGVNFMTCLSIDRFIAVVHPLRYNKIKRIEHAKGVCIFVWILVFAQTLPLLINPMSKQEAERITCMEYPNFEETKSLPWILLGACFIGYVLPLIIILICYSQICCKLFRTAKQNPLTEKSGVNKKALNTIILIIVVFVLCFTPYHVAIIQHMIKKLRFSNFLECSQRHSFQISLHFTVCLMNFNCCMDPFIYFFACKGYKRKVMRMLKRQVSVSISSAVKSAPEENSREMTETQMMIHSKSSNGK
# CCR6 antag: antagonists of human CCR6 receptor; P51684; CHO-K1 CCR6 PathHunter beta-arrestin, luminescence, CCL20-stimulated; inhibition, % at 20 µM; 340,000 compounds, 0.49% hits; AID 493098;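 active means compounds whose inhibition of the agonist-driven luminescence signal at 20 µM reaches about 50%, limit read from the data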;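 further: cells stimulated with CCL20 at 14 nM final; plate controls were DMSO with CCL20 for no effect and DMSO without agonist for full effect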
# Target sequence (P51684 whole entry, looked up): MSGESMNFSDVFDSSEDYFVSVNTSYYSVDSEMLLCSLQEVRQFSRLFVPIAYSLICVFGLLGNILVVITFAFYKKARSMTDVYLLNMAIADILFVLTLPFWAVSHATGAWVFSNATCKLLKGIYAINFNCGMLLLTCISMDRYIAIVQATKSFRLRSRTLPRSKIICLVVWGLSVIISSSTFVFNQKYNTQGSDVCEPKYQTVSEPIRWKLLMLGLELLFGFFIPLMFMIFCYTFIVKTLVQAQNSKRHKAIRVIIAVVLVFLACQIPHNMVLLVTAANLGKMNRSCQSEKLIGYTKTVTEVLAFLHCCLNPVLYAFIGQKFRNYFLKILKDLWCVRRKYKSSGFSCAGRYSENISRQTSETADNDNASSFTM
# CXCR6 block: inhibitors of human CXCR6 receptor; O00574; CHO-K1 PathHunter CXCR6 beta-arrestin, luminescence; inhibition, % at 20 µM; 360,000 compounds, 0.36% hits; AID 602244; in the data active means inhibition above about 34%, passing the limit was not always enough;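 further: antagonist mode with CXCL16 agonist at 10 nM final; 0% = 10 nM CXCL16 with DMSO and 100% = unstimulated wells without agonist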
# 697 NFkB inh: inhibitors of the PMA/ionomycin-induced NF-kB reporter in 697 B cells; 330,000 compounds, 0.33% hits; inhibition, % at 4 µM; AID 435022; 697 B-cell NF-kB luciferase reporter, 16 h; in the data active means inhibition above about 35%
# UBC13 inh: blocks human UBC13 polyubiquitin chain formation. P61088. TR-FRET. inhibition, % at 20 µM. 330,000 compounds, 0.47% hits. AID 485273; in the data active means inhibition above about 45%, passing the limit was not always enough; inconclusive means no clear call, values can overlap the other calls
# Target sequence (P61088 whole entry, looked up): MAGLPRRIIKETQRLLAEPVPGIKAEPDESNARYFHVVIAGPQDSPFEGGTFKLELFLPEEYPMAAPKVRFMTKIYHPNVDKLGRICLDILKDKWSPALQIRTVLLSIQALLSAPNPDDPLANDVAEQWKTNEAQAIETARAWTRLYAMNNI
# Active calls of the source: *; u = inconclusive; x = no result given.
SMILES,Gli-Sufu antag,APJ antagonist,Jurkat NFkB inh,EBI2 block,CCR6 antag,CXCR6 block,697 NFkB inh,UBC13 inh
Cc1c(Cl)cccc1NC(=O)CNC(=O)c1ccc2c(c1)OCCO2,-10,-3,2,-3,12,-3,10,10
COC(=O)CNC(=O)C(C)NC(=O)CNC(=O)OCc1ccccc1 (stereo unspecified),22,15,-16,1,-3,-7,13,-3
COc1ccc(-c2cc(C(=O)NCCN3CCOCC3)c3ccccc3n2)cc1,-9,-5,-15,1,11,-12,-4,19
CC(C)=CCCC(C)CN1CCC(n2nccc2NC(=O)c2cccnc2)CC1 (stereo unspecified),17,-35,-18,3,13,-4,-16,-4
CC(=O)COC(=O)C1CC(=O)N(c2ccc(C)c(C)c2)C1 (stereo unspecified),-2,6,5,-3,15,-2,11,-1
Cc1nn(CC(=O)Nc2ccc(N3CCOCC3)cc2)c(C)c1[N+](=O)[O-],-3,5,6,2,-11,-6,0,0
Cc1nn2c(-c3ccc(F)cc3)ccnc2c1Cl,-4,9,2,-1,-10,3,0,9
CCn1c(SCC(=O)OC(C)C)nnc1-c1cccc(Cl)c1,-2,14,-25,-4,0,-2,-5,-2
Cc1ccc(C)c(SCC(=O)NCc2ccco2)c1,-7,16,7,5,0,2,0,1
CC(Sc1nnc(NCc2ccccc2)s1)C(=O)Nc1ccc2c(c1)C(=O)c1ccccc1C2=O (stereo unspecified),-68,-56,-15,8,-13,-8,-86,-18
Cc1cc(C)c(NC2=NS(=O)(=O)c3ccccc32)c(C)c1,-6,16,4,4,4,2,10,5
O=C(Oc1ccc(OC(=O)c2ccco2)c(S(=O)(=O)c2ccc(Cl)cc2)c1)c1ccco1,-5,-16,12,-18,-22,-1,-18,-13
C[C@H](CO)N1C[C@H](C)[C@@H](CN(C)CC2CCCCC2)Oc2c(NC(=O)Cc3ccccc3)cccc2C1=O,-3,15,0,6,-5,12,-3,1
CCCCn1c(N)c(N(CC(C)C)C(=O)c2ccc(COc3ccccc3)o2)c(=O)[nH]c1=O,10,-3,-3,-3,-8,-3,21,-3
CC1CCN(C(=S)SCc2nc(N)nc(Nc3ccccc3)n2)CC1,-2,7,-1,8,-12,6,-17,2
O=C(COc1cccc([N+](=O)[O-])c1)N/N=C/c1ccco1,-4,-7,6,1,5,3,7,-6
Fc1cc(Br)ccc1NC(=S)Nc1ccccc1,-20,-1,-4,-3,20,2,-4,7
O=C(COc1ccc(Cl)cc1)NCc1nnc(SCC(=O)N2CCCCCC2)o1,2,-19,11,14,-1,-5,-2,-11
[N-]=[N+]=CC(=O)CNC(=O)[C@@H](Cc1ccccc1)N1C(=O)c2ccccc2C1=O,6,4,-5,-1,4,6,4,-2
Cc1c(Cl)cnc(NC(=O)COC(=O)c2ccc3ncsc3c2)c1Cl,-65,21,1,0,6,-1,-1,-3
OC(CN1CCN(c2cccc(Cl)c2)CC1)c1ccccc1 (stereo unspecified),6,2,-23,0,-6,-7,-2,8
CCOC(=O)CCCc1ccc(/C(C)=N/NC(=S)NC)cc1,2,14,5,2,11,6,8,-2
COCCNC(=O)CN1C(=O)CSc2ncccc21,2,8,5,-2,-3,-6,-7,1
Oc1c(Cl)cc(Cl)c(Cl)c1Cc1c(O)c(Cl)cc(Cl)c1Cl,46,13,-8,-14,-10,-4,-1,-12
CC(/C=C/c1ccco1)=N\NC(=O)c1cccnc1,-1,3,8,0,11,6,6,-8
Cc1cc2c(cc(C(=O)OC(C)C(=O)NCc3ccc(F)cc3)n2C)o1 (stereo unspecified),8,x,x,2,4,-4,x,x
O=C(OCC(=O)c1ccc(Cl)s1)c1cncc(Br)c1,-5,-3,-1,1,9,-2,2,-7
COc1cc(C2OCC3C(c4cc(OC)c(OC)c(OC)c4)OCC23)cc(OC)c1OC (stereo unspecified),1,-63,-3,4,-21,-4,17,3
COc1ccc(C(=O)NC2(C(F)(F)F)NC(=O)N(CCCc3ccccc3)C2=O)c(OC)c1OC (stereo unspecified),6,-8,-16,5,-11,-16,7,8
CC1=C(C(=O)O)CC(S(=O)(=O)O)C1(C)C (stereo unspecified),-2,x,x,-14,1,1,x,x

# The last five entries of the section before open the next one:
SMILES,Gli-Sufu antag,APJ antagonist,Jurkat NFkB inh,EBI2 block,CCR6 antag,CXCR6 block,697 NFkB inh,UBC13 inh
Cc1cc2c(cc(C(=O)OC(C)C(=O)NCc3ccc(F)cc3)n2C)o1 (stereo unspecified),8,x,x,2,4,-4,x,x
O=C(OCC(=O)c1ccc(Cl)s1)c1cncc(Br)c1,-5,-3,-1,1,9,-2,2,-7
COc1cc(C2OCC3C(c4cc(OC)c(OC)c(OC)c4)OCC23)cc(OC)c1OC (stereo unspecified),1,-63,-3,4,-21,-4,17,3
COc1ccc(C(=O)NC2(C(F)(F)F)NC(=O)N(CCCc3ccccc3)C2=O)c(OC)c1OC (stereo unspecified),6,-8,-16,5,-11,-16,7,8
CC1=C(C(=O)O)CC(S(=O)(=O)O)C1(C)C (stereo unspecified),-2,x,x,-14,1,1,x,x
COC(=O)c1ccc(C(=O)NC2CCCc3c2cnn3-c2ccc(C)c(C)c2)cc1 (stereo unspecified),33,-1,60*,-9,13,2,-17,-8
CCN(CC(=O)NC(=O)NCc1ccccc1)Cc1nc2ccccc2c(=O)[nH]1,7,9,-2,-3,-6,2,-5,-9
CC1CC(C)CN(C(=O)CCNS(=O)(=O)c2ccc3c(c2)CCC(=O)N3)C1 (stereo unspecified),6,8,-3,-9,1,-5,-29,0
CSc1ccccc1NC(=S)NC1CCCC1,6,-16,11,-6,3,2,17,12
C=CCOC(=O)C1=C(C)NC(SCC(=O)Nc2nccs2)=C(C#N)C1c1cccs1 (stereo unspecified),6,17,4,1,7,17,3,16
Cc1cccc2c(C(=O)O)c3c(nc12)CCCCC3,-2,-6,5,2,7,-13,7,-6
Cc1cc(C)n(CC(=O)NC2CCCCC2C)c(=O)c1C#N (stereo unspecified),-11,20,8,0,-10,4,16,-1
O=C(NC1CC1)C1CCN(C2CCN(C(=O)c3ccc(C(F)(F)F)cc3)CC2)CC1,3,10,-18,-3,18,-2,-1,0
CCC(=O)Nc1cc(C)c(NC(=O)CCc2ccccc2)cn1,-4,6,0,9,-4,-1,-3,-3
COc1ccc([N+](=O)[O-])cc1NC(=O)C1(c2ccc(OC)c(OC)c2)CCOCC1,7,14,10,-1,6,10,16,-5
Cc1ccc(N2C(=O)C3NN=C(C(=O)OCc4ccccc4)C3C2=O)cc1 (stereo unspecified),-6,3,-4,-4,-13,0,0,4
CC1(C)CC(=O)c2sc(N3CCCCC3)nc2C1,8,13,-45,4,4,4,-27,-1
O=C(O)c1ccccc1C(=O)Nc1ccc(Br)c(C(F)(F)F)c1,2,0,9,-15,-1,0,-4,0
Cc1cccc(-c2nnc(NC(=O)c3ccc(N4C(=O)CCC4=O)cc3)s2)c1,-2,3,1,-3,9,-3,6,-2
CCOc1ccc(N(CC(=O)NC2CCCCCC2)S(=O)(=O)c2c(C)noc2C)cc1,6,17,-13,11,11,8,4,8
CCS(=O)(=O)c1ccc(-c2csc(-c3ccccc3Cl)n2)c(Cl)c1Cl,-4,6,-1,12,7,0,-10,5
O=c1[nH]c(CN2CCN(S(=O)(=O)c3ccc(Cl)cc3)CC2)nc2cc(Cl)ccc12,3,8,1,89*,-2,-11,-3,-6
CCC(=O)c1ccc(N2CCN(C(=O)c3ccc(Br)cc3)CC2)c(F)c1,2,-15,2,57*,5,0,-33,-4
CC(C)CCNC(=O)CCCCn1c(=O)[nH]c2ccsc2c1=O,-3,0,0,2,6,-7,2,13
CC1(C)SCC(C(=O)O)NC1=O (stereo unspecified),-2,-1,15,0,1,-2,0,2

# The closing 2 compounds of the section above are carried over, then new ones follow.
SMILES,Gli-Sufu antag,APJ antagonist,Jurkat NFkB inh,EBI2 block,CCR6 antag,CXCR6 block,697 NFkB inh,UBC13 inh
CC(C)CCNC(=O)CCCCn1c(=O)[nH]c2ccsc2c1=O,-3,0,0,2,6,-7,2,13
CC1(C)SCC(C(=O)O)NC1=O (stereo unspecified),-2,-1,15,0,1,-2,0,2
CC(=O)c1cccc(NC(=O)C(Sc2ncnc3ccccc23)c2ccccc2)c1 (stereo unspecified),-2,-4,11,7,10,2,-10,28
C/C(=N\NC(=O)C1CC1)c1cccs1,13,13,-6,-6,2,-1,-35,-5
Cc1ccc(S(=O)(=O)N2CCCC2C(=O)Nc2nccs2)cc1 (stereo unspecified),-8,-6,-4,-15,-11,-3,-3,-2
O=C1NC2(CCCCCC2)C(=O)N1Cc1ccccc1Cl,x,9,6,6,5,-7,-4,7
CC(Oc1ccc2c3c(c(=O)oc2c1)CCC3)C(=O)NCc1cccnc1 (stereo unspecified),17,11,-2,0,6,8,-5,-2
CCn1ccc(C(=O)Nc2ccccc2Cl)n1,-93,6,-83,-10,-6,0,-121,u
Cc1cc(C)cc(NC(=O)C(Sc2ncnc3ccccc23)c2ccccc2)c1 (stereo unspecified),-21,18,-6,14,7,3,-6,19
CCCCC(O)(CCCC)C(=O)NN(C(=O)OC)c1ccc(C)cc1,11,3,30,22,9,0,-3,2
Cc1cc([N+](=O)[O-])ccc1NC(=O)C(C)NC1CCCCC1 (stereo unspecified),5,-2,-2,-23,17,3,-7,-5
CC(=O)Nc1ccc(NC(=O)C(C)OC(=O)c2cccs2)cc1 (stereo unspecified),-7,-2,-8,-5,5,-3,3,1

# Look-ups from the list.
# EBI2 block, `CCCCC(O)(CCCC)C(=O)NN(C(=O)OC)c1ccc(C)cc1` is entered as 22
# CCR6 antag, `C/C(=N\NC(=O)C1CC1)c1cccs1` is entered as 2
# 697 NFkB inh, `Cc1cc([N+](=O)[O-])ccc1NC(=O)C(C)NC1CCCCC1` (stereo unspecified) is entered as -7
# CCR6 antag, `O=C1NC2(CCCCCC2)C(=O)N1Cc1ccccc1Cl` is entered as 5
# CXCR6 block, `Cc1ccc(S(=O)(=O)N2CCCC2C(=O)Nc2nccs2)cc1` (stereo unspecified) is entered as -3
# Gli-Sufu antag, `CCn1ccc(C(=O)Nc2ccccc2Cl)n1` is entered as -93
# 697 NFkB inh, `Cc1cc(C)cc(NC(=O)C(Sc2ncnc3ccccc23)c2ccccc2)c1` (stereo unspecified) is entered as -6

# The listing continues:
SMILES,Gli-Sufu antag,APJ antagonist,Jurkat NFkB inh,EBI2 block,CCR6 antag,CXCR6 block,697 NFkB inh,UBC13 inh
CN(C)/C=C/C(=O)c1ccc2noc(-c3cccc(F)c3)c2c1,31,-19,-15,5,-3,-1,-6,-4
O=C(NCCCN1CCCC1=O)c1ccc(Cl)c(Cl)c1,-8,8,-7,-2,-7,2,10,12
COC(=O)C(C)Oc1ccc2c(-c3cccc([N+](=O)[O-])c3)cc(=O)oc2c1 (stereo unspecified),4,-9,-17,-4,6,-6,11,-17
CCN=C1SC(C(=O)Nc2cccc(Br)c2)CC(=O)N1CC (stereo unspecified),5,-26,-18,-8,0,-14,-12,-20
COC(=O)CCC(=O)NC1CC(C)(C)Cc2c1cnn2-c1ccccc1 (stereo unspecified),5,0,12,-7,-3,13,-1,-7
CCc1nc(SCC(=O)Nc2ccc(N(C)C)cc2)n[nH]1,1,-48,15,-39,-9,-14,-15,-13
